Screening results deposited in PubChem BioAssay by NCI.
Growth percent in the NCI-60 one-dose screen (48 h, 10 µM unless noted): 100 = growth as untreated, 0 = no growth, -100 = all killed.
ACHN = ACHN renal cancer. actives 4.9% (n = 81,000). AID 1794771
SN12C = SN12C renal cancer cells; actives 3.8% (n = 81,000); AID 1794767
UO-31 = UO-31 renal cancer. actives 5.2% (n = 81,000). AID 1794768
786-0 = 786-0 renal cancer cells. actives 5.1% (n = 81,000). AID 1794775
SK-OV-3 = SK-OV-3 ovarian cancer cells; actives 3.2% (n = 80,000); AID 1794785
TK-10 = TK-10 renal cancer cells; actives 3.9% (n = 81,000); AID 1794769
IGROV1 = IGROV1 ovarian cancer; actives 4.7% (n = 79,000); AID 1794786
RXF 393 = RXF 393 renal cancer cells. AID 1794773. actives 6.9% (n = 77,000)
Numbers without * were called inactive; · = not tested or not shown; & = joins results of further samples; ! = not active in a repeat. Rule for the calls: active = growth percent below 10; inactive = the rest.

SMILES	ACHN	SN12C	UO-31	786-0	SK-OV-3	TK-10	IGROV1	RXF 393
COc1cc(C2CC(c3ccc(Oc4ccc(Br)cc4)cc3)=NN2c2nc(-c3ccc(Cl)cc3)c(C#N)c(N3CCOCC3)n2)cc(OC)c1OC (centres undefined)	98	93	80	96	101	93	109	105
NC(=O)c1cc(Br)ccc1NC(=O)/C=C/c1ccccc1	64	48	38	66	31	99	87	39
CCSc1ccc([C@@H]2[C@@H](N)C(=O)N2c2cc(OC)c(OC)c(OC)c2)cc1	51	50	49	32	44	59	48	-17*
COc1ccc(/C=C/c2ccc3ccccc3[n+]2C)cc1	98	71	61	90	64	·	71	101
N#Cc1c(-c2ccco2)cc(-c2cccc(OCC(=O)O)c2)[nH]c1=O	97	100	75	93	97	97	102	89
O=c1oc2c(cnc3ccccc32)cc1-c1ccccc1	100	94	76	95	97	106	99	110
O=C1/C(=C\c2cccn2C/C=C/c2ccccc2)c2ccccc2N1c1c(Cl)cccc1Cl	84	91	71	96	·	93	89	89
COC(=O)C1=C(C)NC(C)=C(C(=O)OC)C1c1cccc(C#N)c1	102	106	94	101	122	111	118	107
CSc1nc(N)c(C=O)c(=O)n1C	106	103	81	107	116	153	92	105
COc1ccc(/C=C/c2noc(/C=C/c3ccc(OC)c(OC)c3)n2)cc1OC	100	88	84	92	111	97	90	112
Cc1c(Cc2ccc(Cl)cc2)c(=O)[nH]c(=O)n1C	96	97	75	97	103	82	99	110
COc1ccc(C(=O)N2c3ccccc3Sc3ccccc32)c(OC)c1	43	52	48	29	37	56	53	-0.7*
NS(=O)(=O)c1ccc(Cn2c(SCC(=O)N/N=C/c3cccc(O)c3)nc3ccccc3c2=O)cc1	98	96	71	98	106	87	104	96
O=C1C(=C(O)c2ccccc2)C(=O)c2ccccc21	103	102	85	96	101	111	106	135
Cc1ccc(C2C=C(c3ccc(Cl)cc3)N=C3SC=CN32)c(Br)c1 (centres undefined)	92	94	58	93	101	125	76	72
Cc1ccc(OCc2ccccc2Cl)cc1	103	92	100	102	106	105	83	128
CC(=O)N1c2ccccc2-n2cccc2C1c1ccc(Cl)cc1 (centres undefined)	83	90	58	103	105	94	49	91
COC(=O)C(c1ccccc1)C(Br)C(=O)c1ccc(Cl)cc1 (centres undefined)	100	·	86	100	106	100	101	125
Cc1ccc(-c2cc(-c3cccc(Nc4ccnc5cc(Cl)ccc45)c3)nc3nc(N)[nH]c(=O)c23)cc1	105	97	78	95	111	112	77	91
COC(=O)C1OC1c1cc([N+](=O)[O-])ccc1OC (centres undefined)	108	107	74	104	92	107	93	100
Cc1cnc(SCc2ccc(F)cc2)nc1N(C)C	115	92	99	95	108	93	104	99
O=C1c2ccccc2C(=O)c2c1ccc(C(Br)Br)c2[N+](=O)[O-]	-16*	34	51	21	88	73	-55*	49
CN(C)CCOC1(Cc2ccc(Cl)cc2Cl)CCC(C(C)(C)C)CC1 (centres undefined)	-4.8*!	-13*!	30&29	24&51	58&70	62&60	25&42	-33*!
Cn1c(I)c(C#C[Si](C)(C)C)c(=O)[nH]c1=O	-28*	33	·	-11*	110	82	·	-86*
CC(C)(C#N)c1cc(Cn2cncn2)cc(C(C)(C)C#N)c1	96	109	84	105	114	100	115	118

(continued)
SMILES	ACHN	SN12C	UO-31	786-0	SK-OV-3	TK-10	IGROV1	RXF 393
NC1=NC2(NN1)C(=O)Nc1ccccc12 (centres undefined)	89	99	67	109	93	185	76	112
CC(C)(C)C(=O)OC[C@H]1O[C@@H](n2c(=O)cc(N)[nH]c2=O)[C@H](O)[C@@H]1O	101	103	83	105	107	102	102	107
CN1C(=O)CCC1C(=O)NNc1ccccc1 (centres undefined)	77	96	85	96	97	94	102	106
COCCCN(Cc1cc(OC)c(OC)c(OC)c1)C(=S)Nc1cccc(SC)c1	88	76	80	98	112	115	·	95
O=C(O)CC(O)C(O)C(O)CO (centres undefined)	103	107	110	96	85	103	105	102
CC(CO)N(C)C (centres undefined)	104	103	90	102	87	84	104	115
CCOC(=O)CSc1ncnc2c1c(-c1ccccc1)cn2-c1ccc(C)cc1	97	95	75	98	65	113	98	112
CC(C)C1(C)NC(=O)NC1=O (centres undefined)	104	102	95	103	102	96	139	103
Cc1ccc2c(c1)/C(=N/c1nc(-c3ccc(O)cc3)cs1)C(=O)N2	101	98	83	105	92	108	94	98
CC(C)(CCl)c1ccccc1	96	102	95	111	82	91	110	103
Cc1ccc(C)c2c1CCCC2=O	106	107	100	102	92	109	110	107
CC(C)CCCC(C)N (centres undefined)	107&106	105&99	100&85	108&105	108&118	100&100	115	111&119
Nc1nc(NC(=O)Nc2ccc(Cl)cc2)nn1-c1ccc(S(N)(=O)=O)cc1	98	95	80	93	98	101	96	108
N#Cc1ccc([N+](=O)[O-])cc1NC(N)=S	105	95	72	95	100	96	101	110
c1ccc(-n2cc(COc3ncnc4sc5c(c34)CCCC5)nn2)cc1	97	102	80	101	97	102	95	105
Cn1cc(-c2csc(-c3cn(C(=O)OC(C)(C)C)c4ccccc34)n2)c2ccnc(Cl)c21	33	55	58	67	71	53	70	64
CC(=O)N1C(CC(C)C)C(=O)N2C1N=NC21CCCC1 (centres undefined)	99	101	88	98	102	105	96	·
COC(=O)Cn1c2c(c3c(OC)cccc31)C(=O)c1ccccc1-2	95	91	82	87	97	115	110	114
O=c1[nH]n(-c2nnc3n2N=C(c2ccccc2)CS3)c(=O)c2ccccc12	103	103	89	98	103	101	102	115
O=c1c2ccccc2nnn1-c1ccccc1	118	105	92	99	114	113	106	107
Oc1ccc(-c2cnc(-c3ccccc3)[nH]2)c(O)c1	109	92	89	·	113	112	94	·
Cc1c(C(=O)NCCc2ccc(N3CCCCC3)cc2)nn(-c2ccc(Cl)cc2Cl)c1-c1ccc(Cl)cc1	78	·	61	83	77	79	72	99
CC(C)COC(=O)c1ccc(NC(=O)CN2CCOCC2)cc1	109	97	95	88	96	89	104	117
O=c1sc2cc(Nc3ncnc4c3cnn4-c3ccccc3)ccc2n1Cc1ccc(Cl)cc1	75	75	51	94	101	105	82	80
O=[N+]([O-])c1ccc2[nH]cc([C@@]3(O)c4ccccc4-c4c3c3c5cc([N+](=O)[O-])ccc5[nH]c3c3c4[nH]c4ccc([N+](=O)[O-])cc43)c2c1	93	92	84	65	66	96	67	65

Brought forward from above: two compounds; new compounds follow.
SMILES	ACHN	SN12C	UO-31	786-0	SK-OV-3	TK-10	IGROV1	RXF 393
O=c1sc2cc(Nc3ncnc4c3cnn4-c3ccccc3)ccc2n1Cc1ccc(Cl)cc1	75	75	51	94	101	105	82	80
O=[N+]([O-])c1ccc2[nH]cc([C@@]3(O)c4ccccc4-c4c3c3c5cc([N+](=O)[O-])ccc5[nH]c3c3c4[nH]c4ccc([N+](=O)[O-])cc43)c2c1	93	92	84	65	66	96	67	65
Nc1nonc1-c1nc2ccccc2n1Cc1cc2c(cc1Cl)OCO2	87	89	68	92	103	91	94	90
O=C(Nc1ccc(F)cc1F)c1cc(F)ccc1O	7.4*	-3.5*	-16*	13	4.3*	23	21	2.6*
O=C1/C(=C/c2ccc(F)cc2)CN(Cc2cn(CCNc3ccnc4cc(Cl)ccc34)nn2)C/C1=C\c1ccc(F)cc1	-100*	-75*	-96*	-66*	-27*	-20*	0.4*	-97*
COc1ccccc1C(=O)c1ccccc1Cc1cccc2ccccc12	100	86	70	105	105	112	·	82
O=C(Nc1ccccc1)Oc1c(Cl)cc(Cl)c2ccccc12	93	97	56	105	87	136	94	·
Cc1ccc2c(c1)C(=O)/C(=C/c1ccc(OCC(=O)c3ccccc3)cc1)O2	100	99	86	87	106	127	76	89
NCCCC[C@H](NC(=O)[C@@H]1CCCN1C(=O)Cc1ccc(Br)c2ccccc12)C(=O)N[C@@H](CCCN=C(N)N)C(N)=O	106	96	95	99	105	97	108	105
CN(C)C(Cl)(N(C)C)C(Cl)(N(C)C)N(C)C	109	110	97	103	111	105	107	125
COc1ccc2c(c1)oc1c3[nH]c4ccccc4c3c3c(c21)C(=O)N(C(=O)OC(C)(C)C)C3=O	78	91	59	95	95	136	54	102
Cc1cccc(C(=O)OCC(=O)Nc2sc3c(c2C(N)=O)CCC3)c1C	114	105	104	100	108	127	115	132
CC1(C)CC(=O)c2c(nn(-c3ccc(Br)cc3)c2-c2cn(-c3ccccc3)nc2-c2ccccc2)C1	102	94	91	103	100	145	111	110
N#Cc1c(-c2cccc(Cl)c2)cc(-c2ccccn2)[nH]c1=O	70	90	45	98	102	101	102	90
COc1cc(OCc2cccc(-c3ccccc3)c2C)cc(OC)c1CN1CCCCC1C(=O)NCCOCCOCCN (centres undefined)	99	88	79	91	104	125	70	59
CCOC(=O)c1cc(C(=O)c2ccc(Cl)cc2)n2ccc(-c3cc[n+](CC(=O)c4ccc(OC)cc4)cc3)cc12	96	102	74	9.1*	91	124	93	74
C[N+]1=C(/C=C/c2ccc(O)c3ncccc23)C(C)(C)c2ccccc21	31	43	31	67	23	97	46	33
NNc1cc(Cl)ccc1Cl	92	100	78	108	102	94	92	125
CS(=O)(=O)c1ccc(-n2cc(/C=N/O)c(-c3ccc(Br)cc3)n2)cc1	95	106	102	98	99	117	96	84
COc1ccc2cc(Cn3cc[n+](Cc4ccc5ccccc5c4)c3)ccc2c1	99	17	84	51	30	9.7*	-9.2*	4.9*
CC(=O)CC1=CCCCC1	100	95	81	102	70	105	98	96
O=C(NNc1ccccc1)c1ccccc1	39&57	80&85	51	65&86	103&96	65	·	123
CCCC(=O)Nc1ccc(NS(C)(=O)=O)cc1OC	100	99	98	111	107	108	111	95
OC1c2cc(Cl)ccc2-c2c(Cl)cc(Cl)cc21 (centres undefined)	94	·	73	102	91	105	107	91
Cc1[nH]n(-c2cccc(Cl)c2)c(=O)c1/C=C1\C=Nc2ccc(Br)cc21	12	3.5*	-9.9*	-4.4*	-25*	-51*	19	-44*
Nc1ccc2ncccc2c1	77	85	72	108	92	101	85	113
C=CCn1c(SCC(=O)c2ccccc2)nnc1-c1c[nH]c2ccccc12	94	93	66	101	120	144	88	102
COc1ccc(S(=O)(=O)NCCCNc2nccc(-c3c(-c4ccc(F)c(OC)c4)nc4occn34)n2)cc1	74	59	48	95	97	92	79	71
N#Cc1cccc(-c2cc(-c3ccc4c(c3)OCCO4)[nH]n2)c1	44	49	43	63	54	77	37	32

Compounds shown so far that contain a carbonyl joined to an NH by a bond outside any ring, in the order listed:
SMILES	ACHN	SN12C	UO-31	786-0	SK-OV-3	TK-10	IGROV1	RXF 393
NC(=O)c1cc(Br)ccc1NC(=O)/C=C/c1ccccc1	64	48	38	66	31	99	87	39
NS(=O)(=O)c1ccc(Cn2c(SCC(=O)N/N=C/c3cccc(O)c3)nc3ccccc3c2=O)cc1	98	96	71	98	106	87	104	96
CN1C(=O)CCC1C(=O)NNc1ccccc1 (centres undefined)	77	96	85	96	97	94	102	106
Nc1nc(NC(=O)Nc2ccc(Cl)cc2)nn1-c1ccc(S(N)(=O)=O)cc1	98	95	80	93	98	101	96	108
Cc1c(C(=O)NCCc2ccc(N3CCCCC3)cc2)nn(-c2ccc(Cl)cc2Cl)c1-c1ccc(Cl)cc1	78	·	61	83	77	79	72	99
CC(C)COC(=O)c1ccc(NC(=O)CN2CCOCC2)cc1	109	97	95	88	96	89	104	117
O=C(Nc1ccc(F)cc1F)c1cc(F)ccc1O	7.4*	-3.5*	-16*	13	4.3*	23	21	2.6*
O=C(Nc1ccccc1)Oc1c(Cl)cc(Cl)c2ccccc12	93	97	56	105	87	136	94	·
NCCCC[C@H](NC(=O)[C@@H]1CCCN1C(=O)Cc1ccc(Br)c2ccccc12)C(=O)N[C@@H](CCCN=C(N)N)C(N)=O	106	96	95	99	105	97	108	105
Cc1cccc(C(=O)OCC(=O)Nc2sc3c(c2C(N)=O)CCC3)c1C	114	105	104	100	108	127	115	132
COc1cc(OCc2cccc(-c3ccccc3)c2C)cc(OC)c1CN1CCCCC1C(=O)NCCOCCOCCN (centres undefined)	99	88	79	91	104	125	70	59
O=C(NNc1ccccc1)c1ccccc1	39&57	80&85	51	65&86	103&96	65	·	123
CCCC(=O)Nc1ccc(NS(C)(=O)=O)cc1OC	100	99	98	111	107	108	111	95
